Screens as filed in PubChem.
Pf Dd2 growth: P. falciparum Dd2 growth inhibition | SYBR Green, 72 h; hits give low values | activity change, % at 10 µM | 94,000 compounds, 2.3% hits; in the data active = activity change below about -80%; inconclusive = no clear call, values can overlap the other calls
C diff growth: C. difficile growth inhibition; Clostridium difficile clinical isolate growth, OD600, 24 h; hits give low values; growth activity, negative = inhibition, % at 16 µg/mL (by protocol); 86,000 compounds, 0.25% hits; AID 1259249;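 active = mean growth activity at or below -80% and every replicate also at or below -80%; inconclusive = mean at or below -80% but some replicate above -80%; inactive = mean growth activity above -80%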;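 note: 0% = DMSO wells and -100% = levofloxacin 16 µg/mL wells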
T cruzi growth: T. cruzi proliferation inhibition. T. cruzi beta-gal in NIH3T3, GalScreen luminescence, 90 h. inhibition, % at 8.34 µM. 77,000 compounds, 5.9% hits. AID 624255;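 active = mean inhibition above about 93%, with at least 55% of replicates each passing it, limit read from the data, passing the limit was not always enough; inconclusive = only one of those two conditions holds; inactive = neither condition holds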
GASC1 inh: KDM4C (human) demethylase inhibition; 96,000 compounds, 0.15% hits; inhibition, % at 12.5 µM; Q9H3R0; AID 720574; GST-KDM4C 2-372, H3K9me3 peptide, LANCE TR-FRET;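 active = mean replicate inhibition above about 25%, with at least 55% of replicates also reaching it, limit read from the data, passing the limit was not always enough; inconclusive = only one of those two conditions met; inactive = neither condition met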
Target sequence (Q9H3R0 2-372 limits assumed): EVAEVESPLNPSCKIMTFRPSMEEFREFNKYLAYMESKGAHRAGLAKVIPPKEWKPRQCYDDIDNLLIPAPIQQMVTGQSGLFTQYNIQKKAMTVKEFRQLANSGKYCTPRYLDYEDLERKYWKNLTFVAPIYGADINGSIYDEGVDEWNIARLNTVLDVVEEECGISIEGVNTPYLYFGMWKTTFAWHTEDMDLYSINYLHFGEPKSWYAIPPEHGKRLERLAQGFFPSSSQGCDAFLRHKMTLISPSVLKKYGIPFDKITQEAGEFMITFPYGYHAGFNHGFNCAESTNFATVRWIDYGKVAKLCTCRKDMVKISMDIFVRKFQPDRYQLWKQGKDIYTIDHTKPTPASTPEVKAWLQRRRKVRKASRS
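material = GST-tagged GASC-1 (JMJD2C) catalytic fragment, aa 2-372 | amount = enzyme final amount 10 nM | medium = HEPES buffer, pH 7.5, plus ascorbate | also added = H3K9me3 peptide substrate, Fe(II), 2-oxoglutarate | dosing = single dose | times = 30 min demethylation and 1 h detection at room temperature | detection = LANCE TR-FRET | read-out basis = Fall in 671/618 emission ratio as inhibition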
* = called active by the depositor; ? = inconclusive; · = not tested or not shown; & = joins results of further samples.

Structure | Pf Dd2 growth | C diff growth | T cruzi growth | GASC1 inh
COCC(=O)Nc1ccc2c(c1)[C@H]1C[C@@H](CC(=O)N[C@@H](C)c3ccccc3)O[C@@H](CO)[C@H]1O2 | 12 | -9 | -36 | 0.3
COc1ccccc1NC(=O)N[C@H]1C=C[C@@H](CC(=O)NCc2ccc(Cl)c(Cl)c2)O[C@H]1CO | 0 | · | -1 | -3.1
C[C@H]1CN([C@@H](C)CO)C(=O)Cc2cc(NC(=O)Nc3ccc(F)cc3)ccc2O[C@@H]1CN(C)Cc1ccc(C(=O)Nc2ccccc2N)cc1 | -86* | 2 | · | -1.9
O=C(CN1CCOCC1)NCC[C@@H]1CC[C@H](NC(=O)Nc2ccccc2)[C@@H](CO)O1 | -8 | -2 | 50 | 3.7
C[C@@H](NC(=O)C[C@@H]1C[C@@H]2c3cc(NC(=O)Nc4ccccc4F)ccc3O[C@@H]2[C@@H](CO)O1)c1ccccc1 | -48 | 5 | · | -4.3
COCC#Cc1ccc([C@@H]2[C@H](CO)N3CCCCN(Cc4cccnc4)C[C@@H]23)cc1 | -9 | 0 | 10 | -1.3
O=C(Cc1ccccn1)N[C@@H]1CC[C@@H](CCNC(=O)c2cc(Cl)cc(Cl)c2)O[C@@H]1CO | 9 | · | 3 | 3.2
O=C(NC[C@@H]1CC[C@H]2[C@H](CN2Cc2cc(-c3ccccc3)on2)O1)c1ccc2c(c1)OCO2 | -90* | -16 | · | ·
COc1ccc2c3c([nH]c2c1)[C@@H](CO)N(S(C)(=O)=O)CC31CN(CC2CCOCC2)C1 | -26 | -1 | · | 0.8
C[C@H]1CCCCO[C@H](CN(C)C(=O)C2CCCCC2)[C@@H](C)CN([C@@H](C)CO)C(=O)c2cc(NC(=O)NC3CCCCC3)ccc2O1 | -48 | 5 | 43 | ·
CO[C@@H]1CN(C)C(=O)c2cc(NC(C)=O)ccc2OC[C@H](C)N(C(=O)c2cnccn2)C[C@@H]1C | 34 | · | 12 | 1.0
CO[C@H]1CN(C)C(=O)c2ccc(NC(=O)Nc3c(C)noc3C)cc2OC[C@@H](C)N(CC2CC2)C[C@H]1C | 3 | · | 41 | 0.7
C[C@@H]1CN([C@@H](C)CO)C(=O)c2cc(NS(=O)(=O)c3ccc(Cl)cc3)ccc2O[C@@H]1CN(C)CC1CC1 | 5 | 0 | -26 | 1.6
Cc1noc(C)c1S(=O)(=O)Nc1ccc2c(c1)C(=O)N([C@H](C)CO)C[C@@H](C)[C@@H](CN(C)C(=O)CCC(F)(F)F)OCCCC[C@@H](C)O2 | -47 | 10 | 14 | 1.6
CC(C)C#Cc1cnc2c(c1)C(=O)N([C@@H](C)CO)C[C@@H](C)[C@H](CN(C)C(=O)C1CCC1)O2 | · | 0 | 40 | 1.2
Cc1ccc(S(=O)(=O)Nc2ccc3c(c2)C(=O)N([C@@H](C)CO)C[C@H](C)[C@H](CN(C)Cc2ccccc2)OCCCC[C@@H](C)O3)cc1 | -53 | 8 | 35 | -0.5
O=C(Cc1ccccn1)NCC[C@@H]1CC[C@H](NC(=O)c2ccccc2F)[C@@H](CO)O1 | 24 | · | 1 | 3.7
C[C@@H]1CN([C@@H](C)CO)S(=O)(=O)c2ccc(C#CC3CC3)cc2O[C@@H]1CN(C)C(=O)c1cccnc1 | 2 | 1 | 17 | -0.7
COc1ccccc1CNC(=O)C[C@H]1CC[C@H]2[C@@H](COc3ccc(NS(=O)(=O)c4ccc(C)cc4)cc3C(=O)N2C)O1 | -40 | 7 | 7 | 0.6
CCNC(=O)C[C@H]1C=C[C@H](NC(=O)C2CC2)[C@H](CO)O1 | 13 | 5 | · | 0.1
C[C@H](CO)N1C[C@H](C)[C@H](CN(C)C)Oc2cc(-c3ccccc3)ccc2S1(=O)=O | 3 | 0 | · | -0.6
COc1ccc(S(=O)(=O)Nc2ccc3c(c2)C(=O)N([C@@H](C)CO)C[C@@H](C)[C@@H](CN(C)C(=O)Nc2c(C)noc2C)OCCCC[C@@H](C)O3)cc1 | 21 | -3 | -17 | 1.3
CC(C)OC(=O)N(C)C[C@@H]1OCc2cnnn2CCCC(=O)N([C@H](C)CO)C[C@@H]1C | -3&-8 | 0&0 | -17&-101 | -0.1
COCC(=O)N1C[C@H](C)[C@H](OC)CN(C)C(=O)c2cc(NC(=O)c3ccccc3)ccc2OC[C@H]1C | 29 | · | · | 0.9
C[C@H]1CN([C@@H](C)CO)S(=O)(=O)c2ccc(C#CC3(O)CCCC3)cc2O[C@@H]1CN(C)C(=O)c1ccncc1 | 6 | -8 | -4 | -2.0

Limited to Pf Dd2 growth and T cruzi growth, for five of the compounds above:
Compound	Pf Dd2 growth	T cruzi growth
COCC(=O)Nc1ccc2c(c1)[C@H]1C[C@@H](CC(=O)N[C@@H](C)c3ccccc3)O[C@@H](CO)[C@H]1O2	12	-36
COc1ccccc1NC(=O)N[C@H]1C=C[C@@H](CC(=O)NCc2ccc(Cl)c(Cl)c2)O[C@H]1CO	0	-1
C[C@H]1CN([C@@H](C)CO)C(=O)Cc2cc(NC(=O)Nc3ccc(F)cc3)ccc2O[C@@H]1CN(C)Cc1ccc(C(=O)Nc2ccccc2N)cc1	-86*	·
O=C(CN1CCOCC1)NCC[C@@H]1CC[C@H](NC(=O)Nc2ccccc2)[C@@H](CO)O1	-8	50
C[C@@H](NC(=O)C[C@@H]1C[C@@H]2c3cc(NC(=O)Nc4ccccc4F)ccc3O[C@@H]2[C@@H](CO)O1)c1ccccc1	-48	·

Single records (already shown). Screens in order: Pf Dd2 growth	C diff growth	T cruzi growth	GASC1 inh
Entry for `C[C@H]1CN([C@@H](C)CO)C(=O)Cc2cc(NC(=O)Nc3ccc(F)cc3)ccc2O[C@@H]1CN(C)Cc1ccc(C(=O)Nc2ccccc2N)cc1` = -86*	2	·	-1.9
Entry for `O=C(NC[C@@H]1CC[C@H]2[C@H](CN2Cc2cc(-c3ccccc3)on2)O1)c1ccc2c(c1)OCO2` = -90*	-16	·	·

(cont.)
Structure | Pf Dd2 growth | C diff growth | T cruzi growth | GASC1 inh
COCC(=O)Nc1ccc2c(c1)OC[C@H](C)N(Cc1ccccc1F)C[C@H](C)[C@@H](OC)CN(C)C2=O | -18 | 1 | 45 | 2.8
COc1ccc(S(=O)(=O)Nc2ccc3c(c2)C(=O)N([C@H](C)CO)C[C@H](C)[C@H](CN(C)C(=O)Nc2c(C)noc2C)O3)cc1 | 30 | 1 | -13 | -2.2
C[C@@H]1CN([C@@H](C)CO)C(=O)c2cccc(NC(=O)NC3CCCCC3)c2O[C@@H]1CN(C)S(=O)(=O)c1ccc(F)cc1 | -31 | -11 | -6 | -1.0
CCC(=O)N1[C@H](CO)[C@H](c2ccccc2)[C@@H]1CN(CC)C(=O)c1ccc(F)cc1 | -2 | -1 | 11 | -0.4
COc1cccc(S(=O)(=O)N[C@H]2C=C[C@@H](CC(=O)NC3Cc4ccccc4C3)O[C@@H]2CO)c1 | -10 | · | 52 | 0.1
COc1ccc(S(=O)(=O)Nc2ccc3c(c2)C(=O)N([C@H](C)CO)C[C@@H](C)[C@@H](CN(C)C(=O)NC(C)C)OCCCC[C@@H](C)O3)cc1 | · | -1 | 4 | 1.9
C[C@H](O)C#Cc1ccc([C@@H]2[C@H]3CN(CC4CCOCC4)CCCCN3[C@H]2CO)cc1 | -10 | -3 | -32 | 2.9
COc1ccccc1CNC(=O)C[C@H]1C[C@@H]2c3cc(NC(=O)C4CCC4)ccc3O[C@@H]2[C@@H](CO)O1 | -24 | 3 | 42 | 1.0
CC(C)CC#Cc1ccc2c(c1)O[C@H](CN(C)Cc1ccccc1F)[C@@H](C)CN([C@H](C)CO)S2(=O)=O | -59 | · | 67 | -1.5
COC(=O)C[C@H]1CC[C@@H]2[C@H](COC[C@H](O)CN2S(=O)(=O)c2ccc(F)cc2)O1 | 8 | 7&-1 | 23 | 2.5
C[C@H](CO)N1C[C@H](C)[C@H](CN(C)S(=O)(=O)c2cn(C)cn2)Oc2ncc(C#Cc3cccc(F)c3)cc2C1=O | 7 | -5 | -47 | -1.7
C[C@@H]1CN([C@@H](C)CO)C(=O)CCCn2cc(nn2)CO[C@@H]1CN(C)S(=O)(=O)c1ccccc1F | 7 | 0 | 112* | -0.6
CC(C)NC(=O)N1C[C@H]2[C@@H](c3ccccc31)[C@@H](CO)N2C(=O)Nc1ccc(F)cc1 | -4 | -5 | 14 | -1.5
C[C@@H]1CN([C@@H](C)CO)C(=O)CCCn2cc(nn2)CO[C@@H]1CN(C)S(=O)(=O)c1ccc(-c2ccccc2)cc1 | -12 | 5 | -1 | -1.3
CN1C(=O)c2cc(NC(=O)c3cccc(F)c3)ccc2OC[C@@H]2O[C@@H](CC(=O)NCc3ccccc3Cl)CC[C@H]21 | -12 | 14 | 33 | -1.2
CC(C)NC(=O)Nc1ccc2c(c1)C(=O)N([C@@H](C)CO)C[C@H](C)[C@H](CN(C)C(=O)c1ccccc1)OCCCC[C@@H](C)O2 | -12 | 1 | 38 | 1.1
CN1C(=O)c2cc(NC(=O)c3cccc(F)c3)ccc2OC[C@@H]2O[C@@H](CC(=O)Nc3ccccc3)CC[C@H]21 | -18 | -1 | 0 | -0.7
N#Cc1cccc(-c2ccc([C@@H]3[C@H]4CN(C(=O)Nc5ccccc5)CCCCN4[C@H]3CO)cc2)c1 | 18 | 4 | 102* | 0.2
CC(C)NC(=O)Nc1ccc2c(c1)C(=O)N([C@H](C)CO)C[C@@H](C)[C@@H](CN(C)CC1CCCCC1)O2 | 1 | 1 | -18 | 3.0
CO[C@H]1CN(C)C(=O)c2cc(NC(=O)c3cccc(F)c3)ccc2OC[C@@H](C)N(CC2CC2)C[C@@H]1C | -6 | · | 51 | -0.3
CO[C@H]1CN(C)C(=O)c2ccc(NC(=O)c3ccccc3)cc2OC[C@H](C)N(C(C)=O)C[C@H]1C | 0 | -1 | -3 | -0.4
C[C@@H]1CN([C@@H](C)CO)C(=O)Cc2cc(NC(=O)c3ccncc3)ccc2O[C@H]1CN(C)C(=O)Nc1ccccc1 | 6 | 10&-6 | · | -0.1
CCCC(=O)N1CC2(C1)CN(C(=O)c1ccc(F)cc1)[C@@H](CO)c1[nH]c3cc(OC)ccc3c12 | -23 | -8 | · | 0.1
COc1ccc(S(=O)(=O)N(C)C[C@H]2OCCCC[C@H](C)Oc3ccc(NS(=O)(=O)c4ccc(C)cc4)cc3C(=O)N([C@H](C)CO)C[C@H]2C)cc1 | -83* | -1 | ? | -1.0
COc1ccc2c3c(n(C)c2c1)[C@H](CO)NCC31CN(S(=O)(=O)c2cccc(F)c2)C1 | -19 | -6 | · | 0.1
C[C@H](CO)N1C[C@H](C)[C@@H](CN(C)C(=O)CN2CCOCC2)Oc2ncc(C3=CCCC3)cc2C1=O | -2 | 1 | 33 | 0.3
C/C=C/c1ccc2c(c1)O[C@@H](CN(C)C(=O)Cc1ccccn1)[C@H](C)CN([C@@H](C)CO)S2(=O)=O | -10 | 2 | 24 | 2.6
CCC(=O)N1[C@@H]2c3ccc(-c4ccccc4)c(=O)n3C[C@H]1[C@H](CO)[C@H]2C(=O)N1CCN(C)CC1 | 5 | -1 | 2 | 2.7
O=C(O)C[C@@H]1C[C@@H]2c3cc(NC(=O)Cc4ccncc4)ccc3O[C@@H]2[C@H](CO)O1 | 6 | -5 | · | 0.6
C[C@@H]1CN([C@H](C)CO)C(=O)c2cc(N(C)C)ccc2O[C@H]1CN(C)C(=O)Nc1ccc2c(c1)OCO2 | -16 | -1 | 5 | 3.8
Cc1ccccc1S(=O)(=O)N1CCCCN2[C@H](C1)[C@H](c1ccc(-c3cncnc3)cc1)[C@@H]2CO | -1 | 11 | 102* | 0.0
C[C@@H]1CN([C@H](C)CO)C(=O)c2cc(NC(=O)Nc3ccc(C(F)(F)F)cc3)ccc2O[C@H]1CN(C)S(=O)(=O)c1ccc(F)cc1 | -11 | 18 | 21 | -0.9
OC[C@@H]1[C@H](c2ccc(Br)cc2)[C@H]2CNCCCCN12 | 7 | -5 | 6 | 0.2
COc1ccc2c3c([nH]c2c1)[C@@H](CO)N(C(=O)Nc1ccc(F)cc1)CC31CCN(C(=O)c2ccccc2F)CC1 | -64 | -9 | · | -1.8
C[C@H]1CCCCO[C@H](CN(C)C(=O)Nc2ccccc2)[C@@H](C)CN([C@@H](C)CO)C(=O)c2cc(NC(=O)CCCN(C)C)ccc2O1 | 51 | -4 | 29 | 3.5
Cc1ccc(S(=O)(=O)Nc2ccc3c(c2)C(=O)N([C@@H](C)CO)C[C@H](C)[C@H](CN(C)CC2CCCCC2)OCCCC[C@H](C)O3)cc1 | -56 | 3 | 68 | 0.3
CC=Cc1ccc2n(c1=O)C[C@@H]1[C@@H](CO)[C@H](C(=O)NCC(F)(F)F)[C@H]2N1C(=O)C1CC1 (mixture of isomers) | 6 | 1 | 1 | -0.8
CCCC(=O)Nc1ccc2c(c1)C(=O)N(C)C[C@H](OC)[C@@H](C)CN(CCC)[C@H](C)CO2 | · | -3 | -21 | -0.1
COc1ccc2c3c(n(C)c2c1)[C@@H](CO)N(CC1CC1)CC31CN(C(=O)c2ccc3c(c2)OCO3)C1 | -74 | 3 | · | 0.9
